BCLXL inh: Bcl-xL (human) inhibition | Q07817 | GST-Bcl-xL / FITC-Bim BH3 peptide fluorescence polarization | inhibition, % at 10.9 µM | 320,000 compounds, 0.7% hits;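 active means inhibition above the mean of all tested compounds plus 3 SD, cutoff set per campaign, cut at about 30% in these data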;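 further: 0% = DMSO wells and 100% = unlabeled Bim-BH3 peptide competitor; inhibitors lower millipolarization by displacing the labeled peptide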
Target sequence (Q07817 whole entry, looked up): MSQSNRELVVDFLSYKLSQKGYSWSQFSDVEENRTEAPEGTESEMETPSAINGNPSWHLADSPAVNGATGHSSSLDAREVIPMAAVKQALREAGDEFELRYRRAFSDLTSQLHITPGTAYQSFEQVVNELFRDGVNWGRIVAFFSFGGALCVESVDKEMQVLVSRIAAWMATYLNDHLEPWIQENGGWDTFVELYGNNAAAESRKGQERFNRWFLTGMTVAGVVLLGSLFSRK
VLA-4 inh: inhibition in a human VLA-4 binding assay; P13612; VLA-4 expressing cells, ligand binding flow cytometry; inhibition, % (about 7 µM as worked out from the volumes in the protocol); 330,000 compounds, 0.2% hits; in the data active means inhibition above about 50%
AGP1-GFP MLPCN: yeast TOR pathway AGP1-GFP modulation | GFP response vs DMSO, % at 10 µM | S. cerevisiae AGP1-GFP multiplex flow cytometry, 3 h; GFP as percent of DMSO wells | 320,000 compounds, 0.02% hits;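 active means GFP response relative to DMSO above a set limit, near screen average plus 3 SD, cut at about 150% in these data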;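 further: median GFP channel fluorescence of the gated AGP1 strain per well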
CIT2-GFP yeast: yeast TOR pathway CIT2-GFP modulation; AID 2029; S. cerevisiae CIT2-GFP strain, flow cytometry, 3 h; 100 means same as DMSO wells; GFP response vs DMSO, % at 10 µM; 320,000 compounds, 0.065% hits;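 active means GFP response relative to DMSO above a set limit, near the screen mean plus 3 SD, cut at about 150% in these data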;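 further: ratio of well median GFP fluorescence to mean of DMSO wells on the plate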
MCL1 BIM primary: MCL1-BIM-BH3 interaction inhibition (human); Q07820; GST-MCL1 / FITC-Bim-BH3 fluorescence polarization; inhibition, % at 10.9 µM; 320,000 compounds, 0.68% hits; AID 2057;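 active means inhibition above the mean inhibition of all tested compounds plus 3 SD, set per campaign, cut at about 40% in these data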;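 further: 0% = DMSO wells and 100% = unlabeled Bim-BH3 peptide control; higher means more loss of mP so more displacement of Bim peptide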
Target sequence (Q07820 whole entry, looked up): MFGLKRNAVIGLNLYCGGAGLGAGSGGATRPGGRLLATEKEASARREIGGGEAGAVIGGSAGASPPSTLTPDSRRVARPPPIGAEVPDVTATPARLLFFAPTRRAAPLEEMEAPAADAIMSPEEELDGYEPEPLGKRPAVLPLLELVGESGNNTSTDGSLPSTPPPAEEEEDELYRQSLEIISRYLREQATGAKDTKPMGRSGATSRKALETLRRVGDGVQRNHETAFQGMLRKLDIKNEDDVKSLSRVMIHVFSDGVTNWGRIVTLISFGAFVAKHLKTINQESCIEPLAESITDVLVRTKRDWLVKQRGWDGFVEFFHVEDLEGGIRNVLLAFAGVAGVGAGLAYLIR
GLD-1 RNA inh: GLD-1-TGE RNA interaction inhibition (C. elegans). 320,000 compounds, 0.44% hits. inhibition, % at 5.96 µM. AID 2280. Q17339. purified GLD-1 + fluorescein TGE RNA, fluorescence polarization;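 active means percent inhibition above a per-plate cutoff, the plate mean of test compounds plus 3 SD, cut at about 30% in these data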;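 further: 0% = DMSO wells with GLD-1 and probe and 100% = wells lacking GLD-1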
Target sequence (Q17339 whole entry, looked up): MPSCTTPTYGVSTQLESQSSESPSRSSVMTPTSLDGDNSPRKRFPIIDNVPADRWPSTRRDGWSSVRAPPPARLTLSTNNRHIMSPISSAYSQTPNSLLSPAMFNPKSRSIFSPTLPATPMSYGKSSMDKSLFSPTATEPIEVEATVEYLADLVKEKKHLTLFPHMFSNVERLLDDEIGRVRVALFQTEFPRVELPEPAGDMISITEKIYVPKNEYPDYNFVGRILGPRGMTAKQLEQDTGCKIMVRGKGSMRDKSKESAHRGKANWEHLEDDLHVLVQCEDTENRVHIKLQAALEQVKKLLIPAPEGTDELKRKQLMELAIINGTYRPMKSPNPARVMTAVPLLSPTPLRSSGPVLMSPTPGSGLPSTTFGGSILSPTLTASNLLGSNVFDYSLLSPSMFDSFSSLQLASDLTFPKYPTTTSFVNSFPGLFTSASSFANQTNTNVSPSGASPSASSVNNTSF
GRK2 aptamer HTS: human GRK2 inhibition via aptamer displacement; inhibition of aptamer binding, % at 10 µM; P25098; bead flow cytometry, FAM-aptamer displacement from GRK2; 330,000 compounds, 0.59% hits;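 active means inhibition of aptamer binding above 40%, roughly 3 SD of noise, on plates passing a quality check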;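 further: median bead fluorescence of bound FAM aptamer so fluorescent compounds give negative values; no value below 0 was filed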
MEX-5 binding: C. elegans MEX-5 TCR-2 RNA binding activity; activity score (negative = inhibition of binding), % at 10 µM; MEX-5/FITC-TCR2 RNA binding, fluorescence polarization; active compounds read low; 300,000 compounds, 0.38% hits; Q9XUB2;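 active means inhibition past about -25% in most replicates, and total fluorescence under double the plate's negative control median, limit read from the data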;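 further: 0% = DMSO and -100% = 5 µM competing unlabeled TCR2 RNA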
Fam108B inh: Fam108B inhibition, counter-screen for RBBP9 inhibitors; AID 1947; recombinant Fam108B, FP-Rh probe fluorescence polarization; inhibition, % at 9.51 µM; 300,000 compounds, 0.33% hits;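 active means inhibition above the screen mean inhibition plus 3 SD, computed separately per campaign, cut at about 18% in these data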;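 further: inhibitors lower polarization as less probe binds the enzyme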
Active calls of the source: *; / = no result given.

Each structure is followed by: BCLXL inh, VLA-4 inh, AGP1-GFP MLPCN, CIT2-GFP yeast, MCL1 BIM primary, GLD-1 RNA inh, GRK2 aptamer HTS, MEX-5 binding, Fam108B inh
COCCn1c(-c2ccc(Cl)cc2)cnc1SCC(=O)NCc1cccs1
 : 3, -5, 107, 102, 2, 8, 2, /, 1
COCCNC(=O)C(=O)Nc1cc2c3c(c1)C(C)C(=O)N3CCC2 (centres undefined)
 : 3, -8, 108, 114, 3, 12, 6, 0.5, -6
O=C(NC1CCN(Cc2ccccc2)CC1)c1cccc(Br)c1
 : 0, 8, 105, 106, 0, -6, 0, 0.6, 0
COc1ccc(-c2nc(C#N)c(NCCCN3CCOCC3)o2)cc1
 : 8, -15, 102, 100, 12, 4, 0, 0.0, 1
Cc1cc(NC(=O)C(=O)NCCN2CCN(S(C)(=O)=O)CC2)ccc1Br
 : 0, 22, 103, 100, 8, 1, 1, 1.9, -3
COCCCNC(=O)Cn1c(=O)n(CC(=O)NCCc2ccc(OC)c(OC)c2)c(=O)c2sccc21
 : 7, 22, 100, 104, 7, 7, 0, 1.4, 2
CC(C)=C1C2CCC1C(C(=O)NCc1ccccc1)C2C(=O)O (centres undefined)
 : 0, 0, 90, 85, 7, -4, 0, -2.6, 6
C(=N\N(Cc1ccccc1)c1ccccc1)/c1ccco1
 : 4, -13, 100, 101, -4, 7, 4, -3.6, -4
CCN(Cc1ccccc1)c1ccc(/C=C(\C#N)c2ccccn2)cc1
 : -2, 2, 96, 118, -22, -17, 4, -20, 3
COC(=O)[C@]1(Cc2ccccc2)N[C@H](CN(C)C(=O)COc2ccccc2)[C@@H]2C(=O)N(Cc3ccccc3)C(=O)[C@@H]21
 : /, 25, 99, 96, /, 4, 1, /, /
CCOC(=O)c1nn(-c2ccc(C)c(C)c2)cc1O
 : -3, 4, 85, 95, -1, 2, 2, -0.3, -2
NS(=O)(=O)c1ccc(CNC(=O)c2cc(-c3cccnc3)nc3ccccc23)cc1
 : 3, 2, 99, 93, -2, 1, 0, 3.3, -1
CCC(=O)NC(c1ccc(C)cc1)c1cc([N+](=O)[O-])c2cccnc2c1O (centres undefined)
 : 8, 5, 97, 107, 15, -9, 0, 4.6, 2
O=C(NNc1nc2c(F)cccc2s1)c1ccc(F)cc1
 : -12, 6, 107, 94, -4, -1, 5, -0.5, 4
CCOCCc1nnc(NC(=O)CCC2CCCCC2)s1
 : -2, 9, 90, 99, -1, 7, 0, 1.5, -1
CC(C)(C)C1=C(C#N)C(c2ccncc2)C(C#N)=C(N)O1 (centres undefined)
 : 14, 22, 96, 96, 6, 8, 10, -5.6, 1
COc1cccc(-c2nn(C)c3sc(C(=O)N4CCN(c5ccccn5)CC4)cc23)c1
 : 2, -10, 94, 90, 1, 6, 2, 1.4, -7
CSc1ccc(CN(C)C(C)C(=O)Nc2ccc(F)c(F)c2F)cc1 (centres undefined)
 : 4, -10, 95, 85, -3, 0, 0, 1.6, 0
CC1(C)Cc2c(ccc3ccccc23)/C(=C/C#N)N1
 : -1, -14, 102, 96, 2, 0, 4, -1.6, 3
Cc1ccsc1CNn1cnnc1SCc1ccc(Cl)cc1
 : 5, 10, 100, 92, 7, 1, 0, 1.6, -2

Pulled by compound from the list above (4):
Each structure is followed by: BCLXL inh, VLA-4 inh, AGP1-GFP MLPCN, CIT2-GFP yeast, MCL1 BIM primary, GLD-1 RNA inh, GRK2 aptamer HTS, MEX-5 binding, Fam108B inh
COCCCNC(=O)Cn1c(=O)n(CC(=O)NCCc2ccc(OC)c(OC)c2)c(=O)c2sccc21
 : 7, 22, 100, 104, 7, 7, 0, 1.4, 2
COCCn1c(-c2ccc(Cl)cc2)cnc1SCC(=O)NCc1cccs1
 : 3, -5, 107, 102, 2, 8, 2, /, 1
CCN(Cc1ccccc1)c1ccc(/C=C(\C#N)c2ccccn2)cc1
 : -2, 2, 96, 118, -22, -17, 4, -20, 3
CC(C)(C)C1=C(C#N)C(c2ccncc2)C(C#N)=C(N)O1 (centres undefined)
 : 14, 22, 96, 96, 6, 8, 10, -5.6, 1

New compounds follow.
Each structure is followed by: BCLXL inh, VLA-4 inh, AGP1-GFP MLPCN, CIT2-GFP yeast, MCL1 BIM primary, GLD-1 RNA inh, GRK2 aptamer HTS, MEX-5 binding, Fam108B inh
CCc1ccc(Nc2nnc(SCC(=O)Nc3cccc(S(=O)(=O)NC4=NCCCCC4)c3)s2)cc1
 : 2, /, 95, 94, -3, -1, 3, 0.1, -9
CCOc1ccc(Nc2nc(Cc3nnc(SCC(=O)NCC4CCCO4)n3C)cs2)cc1 (centres undefined)
 : -6, 3, 102, 94, 2, 5, 1, -0.6, 1
Cc1ccc(C(=O)Nc2ccccc2C(=O)O)cc1S(=O)(=O)Nc1ccccc1
 : -2, 0, 89, 92, 0, -8, 0, -2.3, -9
CCOC(=O)C1=C(N)OC(CCl)=C(C#N)C1c1ccsc1 (centres undefined)
 : 8, 0, 97, 97, 9, -3, 0, -2.5, 0
Cn1c(=O)c2c(ncn2CC(=O)N2CCN(S(=O)(=O)c3ccccc3)CC2)n(C)c1=O
 : -8, 15, 99, 94, -7, 6, 5, -1.4, 1
Cc1ccc(-n2c(SCC(=O)Nc3cc(S(=O)(=O)N4CCOCC4)ccc3Cl)nc3ccccc3c2=O)cc1
 : -7, -11, 97, 106, -29, 3, 0, 0.9, -5
c1ccc(-c2nc(-n3ccnc3)nc(-n3ccnc3)n2)cc1
 : 4, -2, 65, 91, 2, 6, 2, 2.3, 3
COc1ccc([N+](=O)[O-])cc1NC(=O)c1ccccc1N(C)S(C)(=O)=O
 : 1, 20, 105, 96, -3, -14, 0, 1.0, 4
O=C(Nc1ccncc1)Nc1ccc(F)c(Cl)c1
 : 3, 14, 102, 98, -1, 0, 2, 1.9, -7
Cc1ccc(-c2nn(-c3ccccc3)cc2NC(=O)CCl)cc1
 : 9, -12, 98, 94, 3, 4, 0, 2.1, 0
Cc1ccc(OC(=O)CCC(=O)Nc2ccc(S(=O)(=O)Nc3cc(C)on3)cc2)cc1
 : -2, 23, 96, 96, -1, 5, 0, 0.0, 1
O=C(CN1C(=O)CCC1=O)Nc1ccc2c3c(cccc13)CC2
 : 9, 2, 98, 92, 2, 5, 7, -5.2, 1
Cc1ccc(S(=O)(=O)N2CCN(C(=O)CN3C(=O)c4ccc([N+](=O)[O-])cc4C3=O)CC2)cc1C
 : 4, -2, 105, 93, -2, 4, 8, /, /
C/C(=N\NC(=O)c1c(Cl)cnn1C)c1cccc(NC(=O)COc2ccccc2)c1
 : 1, 7, 96, 79, -1, -6, 0, 0.8, 0
O=C(CSc1nnc2ccc(-c3ccccn3)nn12)Nc1ccccc1F
 : 1, 1, 100, 94, 4, 5, 0, 2.1, 2
O=C(Nc1ccccc1Cl)c1ccc2nsnc2c1
 : 1, -3, 94, 102, 5, 0, 0, 0.9, 0
CCc1nc(SCC(=O)NNC(=O)c2ccc(OC)cc2)c2ccccc2n1
 : 1, 12, 99, 89, 12, 6, 0, -1.6, -8
COc1cc(C(=O)Nc2c(C(=O)O)[nH]c3ccc(C)cc23)cc(OC)c1OC
 : /, -2, 94, 97, /, /, 88*, 0.6, /
CC(=O)NCCc1ccc(O)cc1
 : 5, -2, 103, 103, 5, 1, 0, -2.1, -3
COc1ccc(NS(=O)(=O)c2cccc(C(=O)NCCc3ccc(S(N)(=O)=O)cc3)c2)cc1
 : 0, 7, 106, 99, 4, 1, 2, /, /

Profiles from above:
Record of CCc1nc(SCC(=O)NNC(=O)c2ccc(OC)cc2)c2ccccc2n1 = BCLXL inh: 1; VLA-4 inh: 12; AGP1-GFP MLPCN: 99; CIT2-GFP yeast: 89; MCL1 BIM primary: 12; GLD-1 RNA inh: 6; GRK2 aptamer HTS: 0; MEX-5 binding: -1.6; Fam108B inh: -8
Record of O=C(Nc1ccccc1Cl)c1ccc2nsnc2c1 = BCLXL inh: 1; VLA-4 inh: -3; AGP1-GFP MLPCN: 94; CIT2-GFP yeast: 102; MCL1 BIM primary: 5; GLD-1 RNA inh: 0; GRK2 aptamer HTS: 0; MEX-5 binding: 0.9; Fam108B inh: 0

Remaining list, next part
Each structure is followed by: BCLXL inh, VLA-4 inh, AGP1-GFP MLPCN, CIT2-GFP yeast, MCL1 BIM primary, GLD-1 RNA inh, GRK2 aptamer HTS, MEX-5 binding, Fam108B inh
O=[N+]([O-])c1ccc(Oc2cccnc2)nc1
 : -3, 3, 102, 96, 5, 0, 4, /, 2
C[C@H](CO)N1C[C@H](C)[C@@H](CN(C)S(C)(=O)=O)Oc2ccc(NC(=O)c3ccncc3)cc2C1=O
 : /, 2, 103, 102, /, 2, 3, /, /
O=C(C[C@@H]1C/C=C\CCCC(=O)OC[C@@H](c2ccccc2)NC1=O)NCCO
 : /, -10, 97, 93, /, 9, 3, /, /
COc1ccccc1CC(NC(C)=O)C(=O)NC1CCN(C(=O)c2ccc(C)cc2)CC1 (centres undefined)
 : 2, 4, 103, 101, -5, 3, 2, -0.3, 2
O=C(COc1cc2oc(=O)c3c(c2cc1Cl)CCC3)Nc1ccccn1
 : 1, 25, 96, 105, 2, -1, 0, 2.2, -1
O=C1CSC(=S)N1Cc1cccnc1
 : 16, -6, 58, 105, 22, 7, 0, 1.2, -16
Cc1cc(C)c(C)c(S(=O)(=O)NC(C(=O)O)C(C)C)c1C (centres undefined)
 : 8, -1, 86, 91, -1, 4, 0, -1.3, 0
COCC(=O)Nc1cc(C)cn(Cc2ccc(F)cc2)c1=O
 : 2, 6, 108, 105, -3, 2, 0, 0.1, 9
O=C(NNc1ccc(Cl)cc1)c1c(F)cccc1Cl
 : 10, 15, 102, 86, -8, 1, 0, -0.1, -1
COc1ccc(N2CCN(C(=O)CSc3nnc(-c4ccco4)n3C)CC2)cc1
 : 3, 1, 104, 111, -5, 7, 0, 1.2, 5
COc1cccc(Oc2ccc(S(=O)(=O)N3CCCC3)cc2[N+](=O)[O-])c1
 : -2, 1, 96, 91, 8, -3, 2, 1.4, 2
COc1ccnc(Oc2ccc(F)cc2)c1C(=O)N/C=N/OCc1c(Cl)cccc1Cl
 : 2, -14, 101, 99, 3, -6, 0, -4.2, -8
CCCCn1c(NC(=O)c2ccccc2)nc2ccccc21
 : 3, 4, 95, 96, 1, 12, 0, 1.6, -3
CCOc1cccc(SCc2noc(C(=O)NCCOC)c2C(=O)O)c1
 : 8, -10, 106, 102, 3, 7, 1, 0.5, 0
Cc1ccc(-c2noc(CNC(=O)c3ccc4c(c3)OCO4)n2)cc1
 : 2, -4, 105, 103, 5, 1, 0, 1.1, -2
O=C(COc1ccc(S(=O)(=O)N2CCCCC2)cc1)Nc1ccccc1F
 : -6, 10, 96, 90, -3, 1, 1, 0.6, 2
CCC(C)n1c(SCC(=O)NCc2ccco2)nnc1-c1cccc(S(=O)(=O)N2CCOCC2)c1 (centres undefined)
 : 2, 15, 98, 97, 3, 2, 0, -1.2, -4
COc1ccc(C(C)=O)cc1CN1C(=O)NC(CC(C)C)C1=O (centres undefined)
 : 6, 1, 97, 91, 4, 2, 1, 1.0, -3
COc1ccc(N(C(=O)CCC(=O)Nc2cc(C)on2)C(C(=O)NC2CCCC2)c2ccco2)cc1 (centres undefined)
 : 3, 5, 96, 101, -5, 2, 0, -1.8, -4
CCS(=O)(=O)c1ccc2oc(SCC(=O)Nc3ccc(OC)c(OC)c3)nc2c1
 : -1, 9, 105, 104, -7, -6, 4, -3.1, 1
Cc1cc(C)n2nc(SCC(=O)N3CCOCC3)nc2n1
 : 1, 0, 100, 108, -3, 0, 0, /, /
